FID counter = displaces DNA intercalator in HCV helicase counter-screen. DNA fluorescent intercalator displacement, fluorescence. inhibition, % at 7.9 µM. hit rate 0.17% among 290,000. AID 1845; in the data active means inhibition above about 37%;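 further: 0% = vehicle and 100% = reference compound; higher means more ethidium bromide displaced from hairpin DNA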
M18AAP inhibitor = blocks P. falciparum M18 aspartyl aminopeptidase. hit rate 1.2% among 290,000. recombinant PfM18AAP, H-Glu-NHMec fluorogenic cleavage. inhibition, % at 7.35 µM;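 active means inhibition above the campaign mean inhibition over all tested compounds plus 3 SD, cut at about 28% in these data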;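 further: 0% = plate median of test compound wells and 100% = 2 mM ZnCl2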
UBC9 SUMO inh = inhibitors of human SUMOylation (UBC9). P63279. HTRF SUMOylation assay, SAE1/SAE2 + UBC9, in vitro. inhibition, % at 35 µM. hit rate 0.36% among 290,000; in the data active means inhibition above about 50%, passing the limit was not always enough; further: strong numbers were not always called active
IDE inh = cellular human IDE inhibition; P14735; HEK cells, FAbetaB cleavage, fluorescence polarization; inhibition, % at 5.59 µM; hit rate 0.41% among 320,000; AID 434962;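 active means percent inhibition above the average of all tested compounds plus 3 SD, set per screening campaign, cut at about 16% in these data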;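 further: IDE supplied by intact live HEK cells; FP after avidin binding of uncleaved biotin substrate so inhibition keeps polarization high; 0% = DMSO wells and 100% = 60 µM reference IDE inhibitor Ii1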
HCV NS3 hel inh = blocks Hepatitis C virus NS3 helicase unwinding; inhibition, % at 10.9 µM; NS3 helicase DNA unwinding, Cy5 molecular beacon fluorescence; hit rate 0.56% among 290,000;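 active means inhibition above the mean of all tested compounds plus 3 SD, set per campaign, cut at about 35% in these data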;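 further: 0% = DMSO wells and 100% = thioflavine S control wells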
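Assay system – hepatitis C virus NS3 helicase domain fragment enzyme · Buffer or medium – MOPS pH 6.5, MgCl2, DTT, Tween20, BSA · Reagent – Cy5/quencher beacon DNA duplex and ATP to start · Compound – single 10.9 µM dose · Timing – 1 h at 25 °C · Technique – Cy5 beacon fluorescence read at start and 1 h · Measure – % inhibition of unwinding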
IDE cell activ = IDE (human) activation, cell-based; hit rate 0.073% among 340,000; HEK cells, FAbeta-B cleavage, fluorescence polarization; 0% vehicle, 100% cell-free pure enzyme wells; AID 493087; activation, % at 5.96 µM;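 active means activation above the mean of all tested compounds plus 3 SD, set per screening campaign, cut at about 17% in these data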
p-CIP stab down = lowers stability of the mouse p/CIP coactivator protein | Q05BA5 | F442A p/CIP-EGFP cells, EGFP fluorescence, 16 h | decrease of EGFP signal, % at 10 µM | hit rate 0.01% among 290,000 | AID 1984;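 active means EGFP signal decrease of at least 30% at 10 µM or well 3 SD below plate mean, unless failing retest; inactive means the rest, including hits failing retest or dose response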; further: some compounds called inactive have numbers as strong as hits; many of its hits are not listed in these tables
Target sequence (Q05BA5 1-1403): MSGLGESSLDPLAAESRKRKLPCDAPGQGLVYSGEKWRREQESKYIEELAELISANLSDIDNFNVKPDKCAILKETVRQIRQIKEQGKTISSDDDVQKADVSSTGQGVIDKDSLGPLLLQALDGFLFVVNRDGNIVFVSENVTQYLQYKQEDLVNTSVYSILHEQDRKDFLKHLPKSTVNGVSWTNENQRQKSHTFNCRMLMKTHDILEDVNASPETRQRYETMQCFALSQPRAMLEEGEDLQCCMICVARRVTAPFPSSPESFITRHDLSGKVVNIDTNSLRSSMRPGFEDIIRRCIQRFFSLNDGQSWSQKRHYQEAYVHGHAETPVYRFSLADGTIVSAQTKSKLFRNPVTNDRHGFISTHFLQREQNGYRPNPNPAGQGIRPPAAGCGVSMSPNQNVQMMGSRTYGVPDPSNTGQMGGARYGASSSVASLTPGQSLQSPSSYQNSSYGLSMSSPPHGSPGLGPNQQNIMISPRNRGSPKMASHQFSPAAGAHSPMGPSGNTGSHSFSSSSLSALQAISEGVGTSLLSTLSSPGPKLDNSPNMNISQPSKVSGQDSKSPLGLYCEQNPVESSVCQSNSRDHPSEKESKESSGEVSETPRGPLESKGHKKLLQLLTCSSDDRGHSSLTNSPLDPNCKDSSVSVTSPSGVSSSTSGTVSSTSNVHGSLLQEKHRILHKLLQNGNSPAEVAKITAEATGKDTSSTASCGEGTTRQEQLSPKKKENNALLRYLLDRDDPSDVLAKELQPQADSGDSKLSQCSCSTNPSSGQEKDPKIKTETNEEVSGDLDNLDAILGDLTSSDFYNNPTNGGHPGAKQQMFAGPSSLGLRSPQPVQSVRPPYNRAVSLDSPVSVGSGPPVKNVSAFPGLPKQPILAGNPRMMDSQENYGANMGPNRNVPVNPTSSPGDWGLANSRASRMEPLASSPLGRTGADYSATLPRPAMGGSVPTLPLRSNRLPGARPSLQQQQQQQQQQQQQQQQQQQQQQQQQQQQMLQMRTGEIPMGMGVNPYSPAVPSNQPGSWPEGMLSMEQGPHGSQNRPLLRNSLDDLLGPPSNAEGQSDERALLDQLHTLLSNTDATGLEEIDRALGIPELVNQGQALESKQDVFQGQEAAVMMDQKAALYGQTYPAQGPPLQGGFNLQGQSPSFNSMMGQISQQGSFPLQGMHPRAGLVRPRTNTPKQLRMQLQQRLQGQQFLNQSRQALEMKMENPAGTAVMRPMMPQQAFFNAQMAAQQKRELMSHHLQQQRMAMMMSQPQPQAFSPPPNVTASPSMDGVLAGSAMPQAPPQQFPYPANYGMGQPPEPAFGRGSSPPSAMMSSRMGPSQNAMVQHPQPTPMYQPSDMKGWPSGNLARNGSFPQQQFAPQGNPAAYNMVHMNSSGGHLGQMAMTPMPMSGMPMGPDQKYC
VIM-2 inh = blocks Pseudomonas aeruginosa VIM-2 metallo-beta-lactamase. purified VIM-2, nitrocefin hydrolysis, epi-absorbance fluorescence. inhibition, % at 5.6 µM. hit rate 0.89% among 290,000;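 active means inhibition above the mean of all tested compounds plus 3 SD, cutoff set per screening run, cut at about 7.5% in these data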;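 further: red hydrolysis product quenches plate fluorescence so inhibitors raise well fluorescence; 0% = enzyme with DMSO and 100% = DMSO without enzyme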
IMP-1 inh = blocks Pseudomonas aeruginosa IMP-1 metallo-beta-lactamase. AID 1556. inhibition, % at 5.6 µM. purified IMP-1, nitrocefin hydrolysis, epi-absorbance fluorescence. hit rate 0.45% among 290,000;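 active means inhibition above the mean plus 3 SD of all compounds in the same screening run, cut at about 4.5% in these data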;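 further: 0% = IMP-1 with DMSO and 100% = DMSO wells lacking enzyme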
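Assay system: purified recombinant IMP-1 beta-lactamase. Input: IMP-1 0.2 nM before substrate addition. Buffer or medium: Zinc- and detergent-supplemented HEPES buffer, pH 7.1. Schedule: 25 °C, 15 min preincubation, 25 min reaction. Signal: Epi-absorbance fluorescence, 480 nm excitation, 530 nm emission. Evaluation: percent inhibition from optical density relative to buffer-blank wells.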
* = called active by the depositor; x = not tested or not shown.

SMILES | FID counter | M18AAP inhibitor | UBC9 SUMO inh | IDE inh | HCV NS3 hel inh | IDE cell activ | p-CIP stab down | VIM-2 inh | IMP-1 inh
CCCCCCC(=O)Nc1ccc(C(=O)N/N=C/c2cccnc2)cc1 | -22 | -3 | -24 | 3 | -2 | -5 | 3 | -1.3 | -1.2
COc1cc(NC(=O)CSc2nc(C)c(C)c(C)n2)cc(OC)c1 | -22 | 5 | 9 | 3 | -6 | 4 | 21 | -2.2 | -1.7
CCc1cc(=O)n2[nH]c(C)c(-c3ccc(OC)cc3)c2n1 | -7 | -8 | -8 | 5 | 11 | -2 | 4 | 4.2 | 0.5
O=c1ccc(-c2ccc(S(=O)(=O)N3CCN(c4ccccc4)CC3)o2)n[nH]1 | -10 | -6 | 10 | 3 | 6 | 4 | 10 | -0.1 | 0.5
Cc1ccc(S(=O)(=O)Oc2cccc(/C=N/Nc3ccc(C(=O)O)cc3)c2)cc1 | -20 | 11 | 20 | -2 | 6 | -3 | -2 | -3.1 | -1.9
CC1=NN(c2ccccc2C(=O)O)C(=O)C1N=Nc1ccccc1 (stereo unspecified) | -12 | 10 | 7 | -2 | 24 | 3 | 5 | -2.5 | -3.7
Cn1ncc(N2CCN(S(=O)(=O)c3ccc(Br)cc3)CC2)c(Cl)c1=O | -2 | 2 | 15 | 7 | -1 | 6 | -17 | -2.5 | -3.0
Cc1ccccc1SCC(=O)Nc1cccc(C#N)c1 | -3 | -10 | 5 | -2 | 9 | 3 | -13 | -2.0 | -3.3
Cc1cccc(C)c1NC(=O)N1C2CCCC1CC(NC(=O)C(C)(C)C)C2 (stereo unspecified) | -20 | 1 | 0 | 4 | -10 | 2 | 6 | 0.8 | -0.8
COc1ccc(-c2csc(NC(=O)C3CCN(C(=O)c4ccc(F)cc4)CC3)n2)cc1OC | -39 | 2 | -7 | 2 | -21 | -1 | -6 | -1.1 | -1.8
Cc1ccc(NC(=O)c2cnn(-c3ccccc3)c2C)cc1C | -23 | -1 | 0 | 5 | -6 | 2 | -1 | 0.8 | 0.3
Cc1ccc(C)c(S(=O)(=O)NNC(=O)Nc2ccccc2Cl)c1 | -13 | 7 | 2 | 4 | 0 | 2 | -15 | -0.8 | 0.5
COc1ccc(/C=C(\NC(=O)c2ccc([N+](=O)[O-])cc2)C(=O)NCCCN2CCOCC2)cc1 | 15 | -4 | 20 | -2 | -8 | -4 | -13 | -1.0 | -1.2
S=c1nc(-c2ccccc2)n(Cc2ccco2)c2c1CCCC2 | 0 | -14 | 13 | x | 2 | x | -6 | -1.7 | -2.6
Cc1ccc(N(C(=O)c2cc3ccccc3oc2=O)C2C=CS(=O)(=O)C2)cc1 (stereo unspecified) | -7 | 0 | 4 | 0 | 11 | 9 | -5 | 0.9 | 1.3
COc1ccc(C)cc1NC(=S)NNC(=O)c1c(Br)cnn1C | -23 | 4 | 4 | 1 | 8 | 3 | -6 | -3.7 | -4.0
COc1ccc(Nc2nc(N3CCCCC3)nc3ccccc23)c(OC)c1 | 15 | 1 | -4 | 5 | -26 | -1 | 13 | 7.2 | -2.1
COc1ccc(CN2C(=NC(=O)COc3ccccc3)SC3CS(=O)(=O)CC32)cc1 (stereo unspecified) | -38 | 5 | 21 | 0 | -18 | -1 | -14 | -2.6 | -2.0
Cc1cccc(N2CC(C(=O)Nc3nnc(SCc4ccccn4)s3)CC2=O)c1 (stereo unspecified) | -59 | 0 | 16 | 3 | 1 | 3 | -4 | -3.9 | -1.4
CCOC(=O)/C(N=Nc1cc(C(=O)O)cc(C(=O)O)c1)=C(\O)CCl | 9 | 0 | -4 | 1 | -9 | 4 | 1 | 0.1 | -0.9
COc1ccc(C)cc1-n1nnnc1SCn1nnc2ccccc2c1=O | 0 | -3 | 3 | 2 | 1 | -1 | -10 | -3.2 | -2.9
COC(=O)Cc1nnc(SCC(=O)Nc2ccccc2)c2ccccc12 | -22 | -4 | 0 | 0 | 5 | -3 | 4 | -1.9 | -1.3
COC(=O)c1sccc1NC(=O)c1ccnn1C | -4 | -9 | 21 | -1 | 4 | 1 | 1 | 4.9 | -1.2
COc1ccc2c(c1)C(=NNc1ccc(C(=O)O)cc1)c1cc(OC)ccc1-2 | -30 | 8 | 18 | 1 | 13 | 3 | -4 | -4.6 | -2.2
CN(CCCC(=O)NC1CC(C)(C)NC(C)(C)C1)S(=O)(=O)c1ccc([N+](=O)[O-])cc1 | 9 | 2 | 2 | 1 | 2 | 7 | -7 | -2.5 | -2.2
COC(=O)c1cc(-c2cccs2)[nH]n1 | -2 | 0 | 12 | -4 | 14 | 5 | 11 | -2.8 | -2.5
CCCCn1c(=O)nc2n(-c3ccc(OC)cc3)c3ccccc3cc-2c1=O | -3 | -8 | 20 | 1 | 0 | 5 | 15 | 0.3 | 0.6
N#CCCn1cc(C(=O)N2CCOCC2)c(-c2ccc3c(c2)OCCO3)n1 | -4 | 2 | -3 | -3 | -5 | 4 | -3 | -2.6 | -2.0
CCCCOC(=O)C1=C(C)NC(=O)NC1c1cccc([N+](=O)[O-])c1 (stereo unspecified) | -13 | 1 | 16 | 1 | -2 | -8 | -5 | -1.0 | -2.1
COc1ccc(NC(=O)OCCn2c([N+](=O)[O-])cnc2C)cc1 | -1 | 3 | -7 | -3 | -2 | 4 | 17 | -1.3 | -3.2
CC(=O)Nc1sc2c(c1C(c1cccc(F)c1)N1CCN(CCO)CC1)CCCC2 (stereo unspecified) | 22 | -2 | 2 | -7 | -14 | 5 | -3 | -1.3 | -2.3
COc1ccc2cc(CN(CCc3ccccc3)Cc3nnnn3CC3CCCO3)c(=O)[nH]c2c1 (stereo unspecified) | -1 | -3 | 5 | 2 | -4 | -2 | 1 | 1.4 | -0.1
COc1ccc(NS(=O)(=O)c2ccc(S(=O)(=O)N(C)C)cc2)cc1S(N)(=O)=O | -2 | 1 | 20 | -3 | 18 | -3 | -26 | -2.5 | -2.7
CC(C)(C)NCCOCCOc1ccc(Cl)cc1C(C)(C)C | 14 | 1 | 14 | -8 | -38 | 2 | -8 | 0.6 | -4.3
Cc1cc(C)nc(NS(=O)(=O)c2ccc(NC(=O)c3cccc(N4C(=O)CCC4=O)c3)cc2)n1 | -6 | 4 | 9 | -3 | -10 | 6 | -7 | -6.0 | -1.4
COc1ccc(-c2nc3c4ccccc4ccn3c2CN2CCCCC2)cc1 | -7 | -5 | 4 | -2 | -2 | 7 | -5 | -3.9 | -2.7
Cc1nc2c(C)cccc2cc1C(=O)N/N=C/c1cccc([N+](=O)[O-])c1 | -5 | 5 | 3 | 1 | 7 | 5 | -12 | -3.1 | -6.1
N#CCC(=N)N1CCN(c2ccccc2)CC1 | -7 | 1 | -7 | -3 | 8 | 1 | 0 | -1.8 | -2.9
CCOC(=O)Oc1ccc2c(=O)c(Oc3cc(C)cc(C)c3)coc2c1 | -9 | -1 | 37 | 2 | 7 | 6 | 2 | -2.2 | -3.1
O=c1c(-c2ccc(F)cc2)coc2c3c(ccc12)OCCO3 | 1 | 4 | 0 | 1 | -4 | -1 | 10 | -1.0 | -5.0
CC(=O)Nc1nnc(SCC(=O)c2ccc3c(c2)Cc2ccccc2-3)s1 | -1 | 0 | 2 | 3 | 5 | -5 | -8 | -1.8 | -4.3
CC1CCN(c2ccc(/C=N\Nc3nncn3N)cc2[N+](=O)[O-])CC1 | 3 | 53* | 17 | 5 | -29 | 4 | -2 | -1.9 | -3.7
CCOC(=O)c1ccc(NC(=O)CN2CCN(Cc3ccccc3)CC2)cc1 | 8 | 0 | 3 | 5 | -9 | 5 | -2 | -1.9 | -1.6
COc1ccc(-c2cn3cc(C(F)(F)F)cc(Cl)c3n2)cc1 | -16 | 6 | -22 | 7 | 0 | 1 | -3 | -2.8 | -3.4
Cc1ccc(C(=O)N2CCc3cc4c(cc3C2C)OCCCO4)cc1 (stereo unspecified) | -40 | 1 | 25 | 12 | -6 | 3 | -15 | -1.7 | -2.8
CCOc1ccccc1N=C1SC(CC(=O)Nc2ccc(OC)cc2OC)C(=O)N1CCC1=CCCCC1 (stereo unspecified) | -10 | 15 | -16 | 0 | 18 | 2 | 6 | 0.8 | -2.2
O=C(Nc1ccc(N2CCCCC2)cc1)c1ccccn1 | -10 | -3 | -5 | -2 | 0 | 0 | 2 | -0.9 | -2.7
NC(=O)COC(=O)c1ccc2c(c1)S(=O)(=O)c1ccccc1C2=O | 8 | -1 | 15 | -9 | 11 | -2 | -2 | 3.7 | -3.0
O=c1c2c3c(sc2ncn1/N=C/c1ccccc1)CCCC3 | -2 | -4 | 8 | 3 | 4 | 2 | -2 | -1.3 | -3.6
O=C(c1ccccc1NS(=O)(=O)c1cccc([N+](=O)[O-])c1)N1CCCC1 | -10 | 5 | 9 | 1 | 5 | 2 | -6 | -3.8 | -1.8
Cn1cnnc1SCC(=O)Nc1sc2c(c1C(N)=O)CCC2 | -6 | 4 | 36 | 3 | 2 | -2 | -4 | 1.2 | 1.3
Cc1ccc(-n2ncc3c(NCCCN4CCCC4=O)ncnc32)c(C)c1 | -18 | 1 | 24 | 1 | -5 | 0 | -9 | 0.0 | -1.7
COCC(=O)N1CCC(Oc2ccc(C(=O)NC3CCOC(C)(C)C3)cc2)CC1 (stereo unspecified) | -13 | -12 | 6 | -1 | 0 | 9 | -18 | 2.5 | -1.6
O=C(NCCc1ccccc1)C1CCCN(S(=O)(=O)c2cccc3nonc23)C1 (stereo unspecified) | 0 | -1 | 1 | -2 | 0 | -5 | 6 | -4.4 | -4.0
COc1ccc(-c2nnc(SCC(=O)NCC3CCCO3)o2)cc1 (stereo unspecified) | -13 | 0 | 16 | 5 | -2 | -2 | 6 | 0.3 | -2.5
CC1CCCC(C)N1NC(=O)c1cccc(S(=O)(=O)N2CCc3ccccc32)c1 (stereo unspecified) | -11 | -16 | 16 | 5 | 9 | 2 | 8 | -2.0 | -2.5
O=C(Oc1ccccc1N1C(=O)C2CCCCC2C1=O)c1ccccc1 (stereo unspecified) | -14 | -16 | -10 | 0 | 2 | 6 | -4 | -3.2 | -1.3
Nc1nc(-c2ccc(Oc3ccccc3)cc2)cs1 | -3 | -4 | 4 | 1 | -2 | 2 | -6 | -1.8 | -4.5

Complete entries, looked up by structure.
O=C(c1ccccc1NS(=O)(=O)c1cccc([N+](=O)[O-])c1)N1CCCC1 is entered as FID counter = -10; M18AAP inhibitor = 5; UBC9 SUMO inh = 9; IDE inh = 1; HCV NS3 hel inh = 5; IDE cell activ = 2; p-CIP stab down = -6; VIM-2 inh = -3.8; IMP-1 inh = -1.8
O=c1c2c3c(sc2ncn1/N=C/c1ccccc1)CCCC3 is entered as FID counter = -2; M18AAP inhibitor = -4; UBC9 SUMO inh = 8; IDE inh = 3; HCV NS3 hel inh = 4; IDE cell activ = 2; p-CIP stab down = -2; VIM-2 inh = -1.3; IMP-1 inh = -3.6

Screening data deposited in PubChem BioAssay by several laboratories.
